CHRM4 PAM: positive allosteric modulators of human muscarinic M4 receptor | CHO-K1 hM4/Gqi5, Fluo-8 calcium fluorescence, ACh EC20; 0% = ACh EC20, 100% = maximal ACh | activation, % at 3 µM | actives 0.4% (n = 360,000);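 active means activation above its plate's cutoff, the mean activation of sample wells plus 3 SD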; further: some results filed as inactive read as strong as hits
Target sequence (P08173 whole entry, looked up): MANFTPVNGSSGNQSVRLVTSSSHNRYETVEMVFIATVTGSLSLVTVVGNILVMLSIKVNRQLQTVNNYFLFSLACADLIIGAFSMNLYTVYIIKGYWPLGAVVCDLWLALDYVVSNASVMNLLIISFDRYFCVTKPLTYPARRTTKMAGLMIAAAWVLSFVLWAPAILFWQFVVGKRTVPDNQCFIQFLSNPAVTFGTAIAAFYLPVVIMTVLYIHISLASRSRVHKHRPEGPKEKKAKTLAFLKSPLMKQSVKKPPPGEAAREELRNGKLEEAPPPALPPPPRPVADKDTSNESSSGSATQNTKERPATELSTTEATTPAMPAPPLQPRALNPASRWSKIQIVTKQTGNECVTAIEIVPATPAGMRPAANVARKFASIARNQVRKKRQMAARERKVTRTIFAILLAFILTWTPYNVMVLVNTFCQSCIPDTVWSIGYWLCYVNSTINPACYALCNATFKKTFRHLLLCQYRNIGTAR
M1 PAM: positive allosteric modulators of human M1 muscarinic receptor. P11229. actives 0.088% (n = 360,000). activation, % at 3 µM. CHO-K1 hM1, Fluo-8 calcium fluorescence, ACh EC20; 0% = ACh EC20, 100% = maximal ACh; in the data active means activation above about 19%, passing the limit was not always enough
Target sequence (P11229 whole entry, looked up): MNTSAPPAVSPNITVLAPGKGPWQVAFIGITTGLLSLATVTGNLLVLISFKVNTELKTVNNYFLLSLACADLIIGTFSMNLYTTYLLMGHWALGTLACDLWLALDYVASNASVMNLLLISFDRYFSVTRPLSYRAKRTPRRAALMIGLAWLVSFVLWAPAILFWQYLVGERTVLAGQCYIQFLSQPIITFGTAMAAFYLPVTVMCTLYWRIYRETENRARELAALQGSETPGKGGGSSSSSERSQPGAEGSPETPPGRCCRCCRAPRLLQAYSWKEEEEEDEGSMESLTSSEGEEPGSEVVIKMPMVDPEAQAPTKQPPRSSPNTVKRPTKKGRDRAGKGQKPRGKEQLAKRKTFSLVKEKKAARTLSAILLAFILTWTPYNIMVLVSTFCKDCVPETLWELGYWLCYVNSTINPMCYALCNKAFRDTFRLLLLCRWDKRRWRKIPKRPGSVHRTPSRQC
M4 ag: agonists of human muscarinic M4 receptor (CHRM4); actives 0.14% (n = 360,000); CHO-K1 hM4/Gqi5, Fluo-8 calcium fluorescence; vehicle 0%, full acetylcholine response 100%; P08173; activation, % at 3 µM;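 active means activation above the run mean over all test wells plus 3 SD, cut at about 32% in these data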;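 further: peak over basal fluorescence ratio per well then scaled between controls; 0% = DMSO wells and 100% = acetylcholine at EC100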
CRFBP-R2 agonist: agonists of human CRF-binding protein/CRF-R2 receptor complex; HEK293 CRF-R2/CRF-BP, calcium dye fluorescence (FLIPR); percent of saturating CRF peptide response; activation, % at 13.2 µM; actives 0.46% (n = 350,000); AID 588473;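 active means activation of at least 50%, plus an integration ratio under a set limit after plate pattern correction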;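 further: plate controls were neutral control wells without compound for no effect and CRF at EC100 for full effect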
CHRM5 antagonist: CHRM5 antagonism in calcium assay. inhibition, % at 3 µM. actives 0.59% (n = 360,000). P08912. CHO-hM5 cells, Fluo-8 calcium fluorescence, ACh EC80;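 active means inhibition above a per-plate cutoff, the mean of that plate's test compounds plus 3 SD, cut at about 27% in these data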;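 further: 0% = acetylcholine EC80 with DMSO and 100% = DMSO without agonist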
CHRM5 PAM: potentiates acetylcholine response at human M5 receptor; P08912; CHO-K1 hM5, Fluo-8 calcium, ACh EC20 PAM; 0% = ACh EC20, 100% = ACh EC100; activation, % at 3 µM; actives 0.3% (n = 360,000); AID 624038;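 active means activation above the run cutoff, the mean activation of all test compounds plus 3 SD, cut at about 18% in these data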
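System: CHO-K1 cell line with stable human muscarinic M5 receptor expression | Also added: EC20 acetylcholine as agonist stimulus | Compound: One concentration, 3 µM final (nominal) | Timing: Fluo-8 loading 80 min at 37 °C plus 30 min room temperature | Measured by: Fluo-8 calcium dye fluorescence, kinetic read | Read-out basis: % activation, ACh-normalized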
CRFR2-BP antag: CRF-BP/CRF-R2 complex antagonism | inhibition, % at 11.8 µM | HEK293 CRF-R2/CRF-BP, CRF-induced calcium fluorescence | actives 0.59% (n = 350,000);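 active means inhibition of the ligand-induced calcium signal above about 50% at the single tested concentration, limit read from the data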
M4 antag: blocks acetylcholine activation of human M4 receptor; CHO-hM4 cells, ACh EC80, Fluo-8 calcium fluorescence; inhibition, % at 3 µM; P08173; actives 0.73% (n = 360,000); AID 624125;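 active means inhibition above its plate's cutoff, the mean inhibition of sample wells plus 3 SD, cut at about 27% in these data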;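 further: 0% = acetylcholine EC80 with DMSO and 100% = DMSO without agonist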
M5 ag: CHRM5 agonism in calcium assay. CHO-K1 hM5 cells, Fluo-8 calcium fluorescence; 0% DMSO wells, 100% maximal acetylcholine response. actives 0.19% (n = 360,000). AID 624037. activation, % at 3 µM;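 active means activation above the run's mean over test compounds plus 3 SD, cut at about 23% in these data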;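 further: signal is peak over basal fluorescence ratio across the kinetic read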
Active calls of the source: *; · = no result given.

The first 16 entries as a preview:
SMILES	CHRM4 PAM	M1 PAM	M4 ag	CRFBP-R2 agonist	CHRM5 antagonist	CHRM5 PAM	CRFR2-BP antag	M4 antag	M5 ag
COC(=O)Cc1c(C)nc2nc(NCc3ccccc3OC)[nH]n2c1=O	3	9	1	3.5	-3	3	32	5	-1
O=C(NNS(=O)(=O)c1ccccc1)c1cccc(F)c1	-5	1	0	-0.6	-3	-4	30	11	-1
CCN(CC)CCCNC(=S)N1CCn2c(nc3ccccc32)C1	-4	-2	0	0.2	-1	2	-8	1	-6
O=S(Cc1ccc(Br)cc1)Cc1nnc(SCc2ccc(Cl)cc2)n1-c1ccccc1 (configuration not stated)	-15	-2	-1	8.3	1	-5	-24	1	-4
COc1ccc(CCC(C)NCc2ccc(F)cc2)cc1 (configuration not stated)	-3	-5	2	-0.1	3	-3	8	8	-1
CCCN(CC(=O)Nc1ccccc1C)C(=O)c1ccc(C2SCCS2)cc1	-4	5	9	0.0	8	-10	1	-7	5
Cc1cccc2c(CCNC(=O)c3ccc([N+](=O)[O-])cc3)c[nH]c12	-3	-3	3	-5.1	2	-7	57*	0	-7
COc1ccc(N(C)S(=O)(=O)c2cccc(C(=O)OC(C(=O)Nc3cc(C)cc(C)c3)c3ccccc3)c2)cc1 (configuration not stated)	-1	-9	1	0.4	10	-6	-8	1	0
O=C(O)C1CCCN(C(=O)c2cccc3ccccc23)C1 (configuration not stated)	0	3	2	1.7	15	-3	1	-11	-2
Cc1c(C)c2cc(Cl)c(OCc3nn[nH]n3)cc2oc1=O	2	1	0	2.3	-13	1	8	-6	-1
CSc1nnc(-c2ccc(F)cc2)o1	9	2	0	0.3	-6	5	3	-7	-2
COc1ccc(-c2nnc3sc(COc4ccc(C)cc4)nn23)cc1	1	5	0	3.5	-8	-6	-12	-6	-4
C[C@H]1CN([C@@H](C)CO)C(=O)c2cccc(NC(=O)C3CC3)c2O[C@H]1CN(C)C(=O)Nc1ccc2c(c1)OCO2	6	2	2	0.8	9	8	-12	-6	-1
Cn1c(C=O)c(-c2ccc3c(c2)OCCO3)c2ccccc21	-5	-3	-1	1.5	2	-4	5	-8	-7
COc1ccc(NC(=O)CSc2nnc(-c3cccs3)n2C)cc1OC	6	2	2	0.7	3	-9	2	-5	2
O=C(Nc1cccnc1)c1ccc(NC(=O)c2ccco2)cc1	-7	-1	3	0.3	-8	3	2	0	1

The listing, from the first entry:
SMILES	CHRM4 PAM	M1 PAM	M4 ag	CRFBP-R2 agonist	CHRM5 antagonist	CHRM5 PAM	CRFR2-BP antag	M4 antag	M5 ag
COC(=O)Cc1c(C)nc2nc(NCc3ccccc3OC)[nH]n2c1=O	3	9	1	3.5	-3	3	32	5	-1
O=C(NNS(=O)(=O)c1ccccc1)c1cccc(F)c1	-5	1	0	-0.6	-3	-4	30	11	-1
CCN(CC)CCCNC(=S)N1CCn2c(nc3ccccc32)C1	-4	-2	0	0.2	-1	2	-8	1	-6
O=S(Cc1ccc(Br)cc1)Cc1nnc(SCc2ccc(Cl)cc2)n1-c1ccccc1 (configuration not stated)	-15	-2	-1	8.3	1	-5	-24	1	-4
COc1ccc(CCC(C)NCc2ccc(F)cc2)cc1 (configuration not stated)	-3	-5	2	-0.1	3	-3	8	8	-1
CCCN(CC(=O)Nc1ccccc1C)C(=O)c1ccc(C2SCCS2)cc1	-4	5	9	0.0	8	-10	1	-7	5
Cc1cccc2c(CCNC(=O)c3ccc([N+](=O)[O-])cc3)c[nH]c12	-3	-3	3	-5.1	2	-7	57*	0	-7
COc1ccc(N(C)S(=O)(=O)c2cccc(C(=O)OC(C(=O)Nc3cc(C)cc(C)c3)c3ccccc3)c2)cc1 (configuration not stated)	-1	-9	1	0.4	10	-6	-8	1	0
O=C(O)C1CCCN(C(=O)c2cccc3ccccc23)C1 (configuration not stated)	0	3	2	1.7	15	-3	1	-11	-2
Cc1c(C)c2cc(Cl)c(OCc3nn[nH]n3)cc2oc1=O	2	1	0	2.3	-13	1	8	-6	-1
CSc1nnc(-c2ccc(F)cc2)o1	9	2	0	0.3	-6	5	3	-7	-2
COc1ccc(-c2nnc3sc(COc4ccc(C)cc4)nn23)cc1	1	5	0	3.5	-8	-6	-12	-6	-4
C[C@H]1CN([C@@H](C)CO)C(=O)c2cccc(NC(=O)C3CC3)c2O[C@H]1CN(C)C(=O)Nc1ccc2c(c1)OCO2	6	2	2	0.8	9	8	-12	-6	-1
Cn1c(C=O)c(-c2ccc3c(c2)OCCO3)c2ccccc21	-5	-3	-1	1.5	2	-4	5	-8	-7
COc1ccc(NC(=O)CSc2nnc(-c3cccs3)n2C)cc1OC	6	2	2	0.7	3	-9	2	-5	2
O=C(Nc1cccnc1)c1ccc(NC(=O)c2ccco2)cc1	-7	-1	3	0.3	-8	3	2	0	1
O=C(NCC(=O)N1CCN(c2ccccc2O)CC1)c1ccc(Br)o1	13	12	1	-1.0	4	-2	9	-8	2
CCOCCCNC(=O)c1ccccc1SC	14	7	1	1.1	-4	-1	-19	-6	-1
CCOc1ccc(NC(=S)Nc2cccnc2)cc1	2	8	1	-1.1	0	10	1	-3	-3
CC(=O)c1cccc(Nc2nc(-c3ccccc3)nc3ccccc23)c1	-5	1	9	-0.8	8	-6	-23	7	-2
Cc1cc(-c2cccs2)c2c(n1)sc1c(=O)[nH]c(=O)[nH]c12	6	13	1	3.1	4	-4	-31	-12	3
COc1ccc(C(c2nnnn2Cc2ccccc2)N2CCN(c3nc4ccccc4s3)CC2)cc1OC (configuration not stated)	-2	-3	6	0.8	15	-9	-7	-2	-2
COc1cc(C(O)c2nc(/C=C/c3ccc(C(F)(F)F)cc3)cs2)ccc1F (configuration not stated)	3	4	1	·	-2	0	·	-10	0
C[C@@H]1CN([C@H](C)CO)C(=O)CCCn2nncc2CO[C@H]1CN(C)C(=O)c1ccccc1	0	2	0	0.1	-4	5	0	-10	0
COc1cccc(C(=O)NC2CCN(CC(=O)NCc3ccccc3OC)CC2)c1	18	2	2	-1.3	0	3	6	5	2
CCOC(=O)C1(C)NC(c2cc(OC)c(OC)c(OC)c2)C2C(=O)N(CC)C(=O)C21 (configuration not stated)	1	5	1	0.6	1	4	12	1	-7
Cc1cc(C)nc(N(C#N)CC(=O)N(c2ccccc2)C(C)C)n1	6	11	0	-1.2	-7	2	6	-10	-2
O=C(C1CCN(C2CC(=O)N(Cc3ccccc3)C2=O)CC1)N1CCCCCC1 (configuration not stated)	-1	6	1	-1.0	5	-2	5	0	-4
Cc1cc(=O)oc2cc(OC(=O)c3cncc(Br)c3)ccc12	-7	3	1	-1.6	-4	-7	20	6	-1
Cc1cc(=O)[nH]c(-n2nc(C)cc2C)n1	12	5	0	0.3	-3	-7	8	-4	-2
Cn1c(=O)n(C)c2cc(S(=O)(=O)N3CCN(c4ccccc4)CC3)ccc21	5	8	0	1.7	7	9	15	-3	2
O=[N+]([O-])c1cc(CN2CCCC2)ccc1Sc1ccc(Cl)cc1	-21	-28	3	0.2	0	-9	-16	4	-10
Cc1ccc2ncnc(Nc3ccc(C)c(C)c3)c2c1	-2	-12	1	-2.1	5	-4	-31	12	-1
O=C(O)c1ccc(O)c(N2C(=O)Nc3ccccc3N2O)c1	-7	4	1	-0.1	2	-5	-10	3	-1
O=C(O)CCc1ncc(C(F)(F)F)cc1Cl	-2	5	1	0.5	-5	-4	-9	-3	-7
CCNc1nc2ccccc2[nH]1	-2	6	1	-0.2	-9	2	39	7	-2
Cc1cccc(OCC(=O)NC(=S)Nc2ccccc2N2CCOCC2)c1	1	1	2	-1.1	14	-5	-46	-5	1
CC(C)c1ccc(C=NNc2ccc([N+](=O)[O-])cn2)cc1	-5	-9	-1	4.5	28*	-26	-4	1	-8
Cc1cccc(-c2nnc(SCC#N)n2-c2cccc(Cl)c2)c1	0	8	-1	-0.2	-9	6	-3	-1	0
CN1CCN(C(=O)c2ccc3c(c2)N(Cc2ccccc2F)C(=O)c2ccccc2S3=O)CC1 (configuration not stated)	-6	3	0	23	6	-3	-45	2	-1
CCOC(=O)/C=C1/SCC(=O)N1Cc1ccc(Br)cc1	9	3	0	-3.1	-7	4	18	-16	1
COc1cc(OC)cc(-c2c(-c3cccs3)c3cc(Br)ccc3n2C)c1	2	6	0	-1.0	2	0	9	3	6
COc1cccc(C(=O)N2CCOCC2)c1OC	-7	8	0	0.6	12	-4	15	6	-3
CCCCS(=O)(=O)NC1=NCN(CC)CN1	7	5	2	-0.8	8	-6	4	-3	3
O=C(CCN1CCOCC1)c1ccc(N2CCCCC2)cc1	4	5	2	-1.0	5	-2	10	9	3

Part of the list above with just M5 ag.
structure	M5 ag
Cc1cccc(OCC(=O)NC(=S)Nc2ccccc2N2CCOCC2)c1	1
CC(C)c1ccc(C=NNc2ccc([N+](=O)[O-])cn2)cc1	-8

(further entries)
SMILES	CHRM4 PAM	M1 PAM	M4 ag	CRFBP-R2 agonist	CHRM5 antagonist	CHRM5 PAM	CRFR2-BP antag	M4 antag	M5 ag
Cc1cc(C)c(S(=O)(=O)Nc2ccc3[nH]c(=O)[nH]c3c2)c(C)c1	10	7	1	-4.2	-8	4	-28	-19	-5
Cc1ccc(CCC(=O)Nc2nccs2)o1	4	4	1	-0.8	2	-5	0	0	2
COc1ccc(Cl)cc1NC(=O)CN(C)C(C)C(=O)NC(=O)NC1CCCCC1 (configuration not stated)	-5	-5	7	-0.8	3	-11	-2	-2	-1
O=C(CCCN1C(=O)c2ccccc2C1=O)NC1=NCCS1	5	1	1	-3.6	15	-9	6	-2	-2
COCCN(C(=O)CN1CCc2ccccc21)c1c(N)n(Cc2ccccc2)c(=O)[nH]c1=O	9	12	3	3.9	4	10	-4	-13	2
CC(OC(=O)CCOc1ccccc1)C(=O)Nc1ccc(Cl)cn1 (configuration not stated)	-3	7	0	-0.2	-12	5	-17	-9	-2
Cn1c(N)c(C(=O)c2ccc(F)cc2F)c(=O)n(C)c1=O	2	2	0	-0.8	4	-9	11	4	0
CC(C)(CO)NS(=O)(=O)c1ccc2c(c1)Cc1cc(S(=O)(=O)NC(C)(C)CO)ccc1-2	-3	5	1	-0.5	2	5	1	2	2
O=C(Nc1nnc(-c2ccccc2F)s1)Nc1ccccc1F	7	11	0	-0.6	13	-4	-22	-5	-1
Cc1ccc(-n2cnc3c(sc4nccc(N(C)C)c43)c2=O)cc1	0	4	1	-2.3	10	4	-8	12	-2
CN(Cc1ccccc1)C(=O)c1[nH]cnc1C(=O)NCc1ccc(CNC(=O)OC(C)(C)C)cc1	-6	-18	19	-0.4	23	-19	3	9	-1
